Anthrax LF prot: Bacillus anthracis LF protease inhibitors, primary screen, biochemical, multiplex microsphere, MLPCN library. Lethal factor (Bacillus anthracis), P15917. multiplex microsphere protease cleavage assay. inhibition, % at 10 µM. 0.12% of 360,000 active. AID 588501, 2011; in the data active = inhibition above about 30%; inconclusive = no clear call, values can overlap the other calls; also: plate controls were buffer without enzyme for full effect and enzyme alone for no effect
Target sequence (P15917 whole entry, looked up): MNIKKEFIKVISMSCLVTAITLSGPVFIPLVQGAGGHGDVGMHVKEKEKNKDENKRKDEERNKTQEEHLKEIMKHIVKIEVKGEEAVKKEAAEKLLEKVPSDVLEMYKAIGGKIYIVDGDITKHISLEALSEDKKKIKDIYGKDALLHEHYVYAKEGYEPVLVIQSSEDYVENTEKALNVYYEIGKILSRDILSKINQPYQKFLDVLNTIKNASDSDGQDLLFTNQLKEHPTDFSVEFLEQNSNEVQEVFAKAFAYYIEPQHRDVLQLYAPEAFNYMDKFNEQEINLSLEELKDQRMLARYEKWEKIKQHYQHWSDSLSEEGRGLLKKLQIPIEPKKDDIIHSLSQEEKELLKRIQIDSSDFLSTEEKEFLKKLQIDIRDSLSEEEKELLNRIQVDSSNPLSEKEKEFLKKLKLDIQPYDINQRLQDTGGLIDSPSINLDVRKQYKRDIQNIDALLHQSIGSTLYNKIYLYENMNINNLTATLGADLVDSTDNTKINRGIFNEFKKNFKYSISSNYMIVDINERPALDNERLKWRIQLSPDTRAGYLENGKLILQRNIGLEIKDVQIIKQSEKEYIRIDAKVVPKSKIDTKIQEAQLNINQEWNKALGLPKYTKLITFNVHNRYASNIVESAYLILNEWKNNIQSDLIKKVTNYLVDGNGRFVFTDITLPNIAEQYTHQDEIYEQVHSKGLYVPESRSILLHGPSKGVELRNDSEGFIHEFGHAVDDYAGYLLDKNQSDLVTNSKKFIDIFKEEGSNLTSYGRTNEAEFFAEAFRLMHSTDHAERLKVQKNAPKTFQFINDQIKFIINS
TcdB GH inh: TcdB glycohydrolase inhibitors, primary screen, biochemical, single point, plate reader; Toxin B (Clostridioides difficile), P18177; TcdB glycohydrolase enzymatic assay; AID 652162, 2013; inhibition, % at 9.99 µM; 0.24% of 350,000 active; in the data active = inhibition above about 10%
Y pestis TopoI: Yersinia pestis topoisomerase I inhibitors, primary screen, biochemical, cleavage product accumulation, plate reader, single point. DNA topoisomerase I (Yersinia pestis CO92). Y. pestis Topo-I cleavage product accumulation. activity, % at 10 µM. 0.064% of 360,000 active. AID 504884, 2011; in the data active = activity above about 50%, passing the limit was not always enough; inconclusive = no clear call, values can overlap the other calls; also: inactives centre near 2
3CLpro inhibitor: SARS-CoV 3CLpro protease inhibitors, primary screen, biochemical, quenched FRET. Replicase polyprotein 1ab (Severe acute respiratory syndrome coronavirus), P0C6X7. recombinant SARS-CoV 3CLpro, quenched FRET peptide cleavage. inhibition, % at 6 µM. 0.14% of 290,000 active; in the data active = inhibition above about 12%
DUSP3 inh: VHR1 phosphatase inhibitors, primary screen, biochemical, absorbance, uHTS; recombinant VHR phosphatase, pNPP absorbance; inhibition, % at 13.3 µM; 0.52% of 290,000 active; in the data active = inhibition above about 50%; also: some compounds called inactive have numbers as strong as hits
MazF activator: activators of E. coli MazEF toxin-antitoxin RNase, primary screen, biochemical, fluorescence, uHTS; FAM/BHQ RNA-DNA oligo cleavage fluorescence, 5 h; Endoribonuclease toxin MazF (Escherichia coli (strain K12)), P0AE70; activation, % at 20 µM; 0.32% of 350,000 active; AID 504720, 2011; in the data active = activation above about 50%
Target sequence (P0AE70 whole entry, looked up): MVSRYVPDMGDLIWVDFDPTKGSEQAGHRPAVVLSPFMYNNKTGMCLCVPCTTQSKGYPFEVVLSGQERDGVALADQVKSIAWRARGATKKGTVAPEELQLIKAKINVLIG
PfHsp40 rescue: rescue of yeast from PfHsp40 toxicity, primary screen, S. cerevisiae, ATP luminescence; S. cerevisiae expressing PfHsp40, growth rescue; growth rescue, % at 12.5 µM; 0.68% of 340,000 active; AID 504582, 2011; in the data active = growth rescue above about 28%, passing the limit was not always enough; inconclusive = no clear call, values can overlap the other calls;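 also: yeast W303a lacking pdr1 and pdr3 grown in galactose medium; growth measured after three days at 30 °C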
Rv3671c protease: Rv3671c serine protease inhibitors, primary screen, biochemical, fluorescence polarization, M. tuberculosis H37Rv; inhibition, % at 5.96 µM; 0.048% of 320,000 active; AID 2606, 2010; in the data active = inhibition above about 38%;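 also: extracellular domain of Rv3671c used as enzyme; 0% = enzyme with DMSO and 100% = no enzyme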
PriA SSB inh: inhibitors of Klebsiella pneumoniae PriA binding to SSB C-terminal tail, primary screen, biochemical, AlphaScreen | PriA–SSB C-terminal tail interaction (Klebsiella pneumoniae) | AlphaScreen SSBct-PriA binding, biotinylated peptide | inhibition, % at 33 µM | 0.6% of 430,000 active; in the data active = inhibition mostly above about 37%, no sharp cut-off; inactive = mostly below about 20%;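 also: plate controls were negative control peptide for no effect and reference peptide for full effect; strong numbers were not always called active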
Vc quorum ag: inducers of Vibrio cholerae quorum light production without autoinducers, primary screen, BH1578 luxS cqsA deficient, single point. AID 588436, 2011. activation, % at 18.7 µM. 0.16% of 350,000 active. V. cholerae BH1578 lux reporter, luminescence, 6 h; in the data active = activation mostly above about 9.7%, no sharp cut-off; inconclusive = no clear call, values can overlap the other calls; inactive = mostly below about 3.7%; also: not every result past the cut was called active; inactives centre near 0; reference of the scale not given here
Numbers without * were called inactive; & = joins results of further samples.

How did O=C(O)CCNS(=O)(=O)c1ccccc1 do in these assays?
Anthrax LF prot: -2.3; Y pestis TopoI: -7.5; 3CLpro inhibitor: -5.4; DUSP3 inh: -16.6; MazF activator: 1.6; PfHsp40 rescue: -1.6; Rv3671c protease: -12.7; PriA SSB inh: -13.8; Vc quorum ag: 0.5

How did Cc1oc2ccc(OS(C)(=O)=O)cc2c1C(=O)OC(C)C do in these assays?
Anthrax LF prot: 0.7; TcdB GH inh: 1.1; Y pestis TopoI: 5.8; 3CLpro inhibitor: 3.8; DUSP3 inh: 24.9; MazF activator: -0.3; PfHsp40 rescue: -2.2; Rv3671c protease: 1.9; PriA SSB inh: -21.2; Vc quorum ag: inactive

What do the screens show for `COc1ccc(NS(=O)(=O)c2cccc(C(=O)NNC(=O)CNC(=O)c3ccc(C)cc3)c2)cc1`?
Anthrax LF prot: 6.0; TcdB GH inh: 0.9; Y pestis TopoI: -2.8; MazF activator: 1.6; PfHsp40 rescue: 0.7; Rv3671c protease: -3.8; PriA SSB inh: -1.7; Vc quorum ag: inactive

Results for CC(=O)c1c(C)[nH]c(C(=O)C(C)Sc2nnc(NC3CC3)s2)c1C (stereo unspecified) ?
Anthrax LF prot: -2.0; TcdB GH inh: 1.1; Y pestis TopoI: 1.2; MazF activator: 3.3; PfHsp40 rescue: -0.3; Rv3671c protease: -2.0; PriA SSB inh: 3.3; Vc quorum ag: inactive

What do the screens show for `CCOC(=O)C1(Cc2ccccc2C)CCCN(C(=O)c2ccoc2)C1` (stereo unspecified)?
Anthrax LF prot: -1.2; TcdB GH inh: -3.8; Y pestis TopoI: 1.3; 3CLpro inhibitor: 0.7; DUSP3 inh: -0.2; MazF activator: 4.7; PfHsp40 rescue: -2.3; Rv3671c protease: -4.3; PriA SSB inh: 41.5*; Vc quorum ag: inactive

What do the screens show for `COc1ccc(CN2C(=O)c3ccccc3C2C(=O)NC2CCCC(C)C2C)c(OC)c1` (stereo unspecified)?
Anthrax LF prot: 2.7; TcdB GH inh: 0.9; Y pestis TopoI: 12.7; 3CLpro inhibitor: 6.5; DUSP3 inh: 40.6; MazF activator: 2.4; PfHsp40 rescue: -0.7; PriA SSB inh: 3.4; Vc quorum ag: inactive

Results for COc1ccc(N2C(=O)CSC2c2ccc(F)c(F)c2)cc1 (stereo unspecified) ?
Anthrax LF prot: 5.8; TcdB GH inh: 1.1; Y pestis TopoI: 5.1; 3CLpro inhibitor: 5.8; DUSP3 inh: 35.4; MazF activator: 5.2; PfHsp40 rescue: -2.4; Rv3671c protease: -0.9; PriA SSB inh: -8.2; Vc quorum ag: -0.5

What do the screens show for `CCN(C(=O)CSc1nc2cc(C(=O)O)ccc2c(=O)n1-c1ccccc1F)C1CCS(=O)(=O)C1` (stereo unspecified)?
Anthrax LF prot: -5.6; TcdB GH inh: -1.1; Y pestis TopoI: 0.0; MazF activator: 7.9; PfHsp40 rescue: -0.3; PriA SSB inh: -3.9; Vc quorum ag: 0.5

Results for OCCNCCCCOc1ccccc1F ?
Anthrax LF prot: -3.4; TcdB GH inh: -0.1; Y pestis TopoI: -0.5; 3CLpro inhibitor: 1.7; DUSP3 inh: 12.7; MazF activator: -0.7; PfHsp40 rescue: 0.0; Rv3671c protease: 3.4; PriA SSB inh: -32.0; Vc quorum ag: inactive

Results for CC(C)C(NC(=O)c1ccc(Cl)c([N+](=O)[O-])c1)C(=O)NCc1ccccn1 (stereo unspecified) ?
Anthrax LF prot: -2.7; TcdB GH inh: 2.9; Y pestis TopoI: 0.6; MazF activator: 8.9; PfHsp40 rescue: -0.2; Rv3671c protease: 8.3; PriA SSB inh: -2.8; Vc quorum ag: inactive

Results for COC(=O)c1ccc(/C=C2/SC(=S)N(CCC(=O)N3CCOCC3)C2=O)cc1 ?
Anthrax LF prot: 0.7; TcdB GH inh: 4.4; Y pestis TopoI: 5.6; 3CLpro inhibitor: 0.4; DUSP3 inh: 7.4; MazF activator: -3.4; PfHsp40 rescue: 0.5; Rv3671c protease: 9.9; PriA SSB inh: 5.2; Vc quorum ag: -0.2

Results for O=C(CCn1c(=O)sc2ccccc21)Nc1ccon1 ?
Anthrax LF prot: -2.7; TcdB GH inh: 0.4; Y pestis TopoI: -4.2; 3CLpro inhibitor: 3.9; DUSP3 inh: 30.5; MazF activator: 4.3; PfHsp40 rescue: 0.3; Rv3671c protease: 2.0; PriA SSB inh: -17.7; Vc quorum ag: 3.7

Results for Cc1ccc(S(=O)(=O)NC(C)C(=O)N2CCOCCOCCOCC2)cc1 (stereo unspecified) ?
Anthrax LF prot: -4.9; TcdB GH inh: 1.5; Y pestis TopoI: 0.1; 3CLpro inhibitor: -6.9; DUSP3 inh: 25.5; MazF activator: 5.1; PfHsp40 rescue: -0.9; Rv3671c protease: 6.0; PriA SSB inh: -20.4; Vc quorum ag: -0.2

What do the screens show for `Cc1cc2c(cc1S(=O)(=O)NC1CCCCC1C)OCC(=O)N2` (stereo unspecified)?
Anthrax LF prot: -3.2; TcdB GH inh: 0.6; Y pestis TopoI: 6.3; 3CLpro inhibitor: 0.5; DUSP3 inh: 8.0; MazF activator: 8.8; PfHsp40 rescue: 1.4; Rv3671c protease: -4.6; PriA SSB inh: 3.9; Vc quorum ag: -3.1

What do the screens show for `Cc1ccc(S(=O)(=O)N2C(=O)[C@@H]3Cc4ccccc4CN3C2=O)cc1`?
Anthrax LF prot: -4.6; TcdB GH inh: 2.0; Y pestis TopoI: 9.7; 3CLpro inhibitor: -4.7; DUSP3 inh: -16.2; MazF activator: 13.3; PfHsp40 rescue: -0.2; PriA SSB inh: -10.3; Vc quorum ag: inactive

The list goes on, starting with the last 2 of the part before.
What do the screens show for `Cc1cc2c(cc1S(=O)(=O)NC1CCCCC1C)OCC(=O)N2` (stereo unspecified)?
Anthrax LF prot: -3.2; TcdB GH inh: 0.6; Y pestis TopoI: 6.3; 3CLpro inhibitor: 0.5; DUSP3 inh: 8.0; MazF activator: 8.8; PfHsp40 rescue: 1.4; Rv3671c protease: -4.6; PriA SSB inh: 3.9; Vc quorum ag: -3.1

What do the screens show for `Cc1ccc(S(=O)(=O)N2C(=O)[C@@H]3Cc4ccccc4CN3C2=O)cc1`?
Anthrax LF prot: -4.6; TcdB GH inh: 2.0; Y pestis TopoI: 9.7; 3CLpro inhibitor: -4.7; DUSP3 inh: -16.2; MazF activator: 13.3; PfHsp40 rescue: -0.2; PriA SSB inh: -10.3; Vc quorum ag: inactive

What do the screens show for `O=c1c2ccccc2nnn1CSc1nc2ccccc2c(=O)n1CCCO`?
Anthrax LF prot: 1.1; TcdB GH inh: -0.4; Y pestis TopoI: -2.4; 3CLpro inhibitor: -4.3; DUSP3 inh: -28.4; MazF activator: 0.2; PfHsp40 rescue: -0.9; Rv3671c protease: -6.8; PriA SSB inh: -8.0; Vc quorum ag: -0.3

What do the screens show for `Cc1ccc(N2C(=O)C3C4CCC(O4)C3C2=O)c(OC(F)F)c1` (stereo unspecified)?
Anthrax LF prot: inconclusive; TcdB GH inh: 0.5; Y pestis TopoI: 2.4; MazF activator: 7.4; PfHsp40 rescue: -0.2; Rv3671c protease: -1.3; PriA SSB inh: -12.2; Vc quorum ag: inactive

What do the screens show for `O=C(COc1ccccc1[N+](=O)[O-])N/N=C/c1cccs1`?
Anthrax LF prot: -2.2; Y pestis TopoI: 1.8; 3CLpro inhibitor: -0.3; DUSP3 inh: -6.9; MazF activator: 0.1; PfHsp40 rescue: -1.9; Rv3671c protease: -4.7; Vc quorum ag: -0.2

What do the screens show for `CC(C)c1nnc(NC(=O)C2CCN(S(=O)(=O)c3ccc(-n4cnnn4)cc3)CC2)s1`?
Anthrax LF prot: -3.5; TcdB GH inh: 0.7; Y pestis TopoI: 5.9; 3CLpro inhibitor: 2.4; DUSP3 inh: 14.7; MazF activator: 7.3; PfHsp40 rescue: -2.0; Rv3671c protease: 2.2; PriA SSB inh: -10.5; Vc quorum ag: -0.5

How did FC(F)(F)c1nnc2sc(-c3ccco3)nn12 do in these assays?
Anthrax LF prot: -2.1; Y pestis TopoI: 2.0; 3CLpro inhibitor: -2.3; DUSP3 inh: 19.9; MazF activator: 2.3; PfHsp40 rescue: 0.4; Rv3671c protease: -0.6; PriA SSB inh: -5.2; Vc quorum ag: 1.8

How did COc1ccccc1CNC(=O)N[C@@H](Cc1ccccc1)C(=O)O do in these assays?
Anthrax LF prot: -2.2; Y pestis TopoI: 5.9; 3CLpro inhibitor: 0.0; DUSP3 inh: 23.8; MazF activator: -2.1; PfHsp40 rescue: -0.9; Rv3671c protease: -3.4; PriA SSB inh: -19.2; Vc quorum ag: -1.7

How did Brc1ccc(-c2csc(N3CCOCC3)n2)cc1 do in these assays?
Anthrax LF prot: 0.6; TcdB GH inh: 6.6; Y pestis TopoI: 11.5; 3CLpro inhibitor: -2.3; DUSP3 inh: 26.9; MazF activator: -4.1; PfHsp40 rescue: 2.5; Rv3671c protease: 4.6; PriA SSB inh: -4.8; Vc quorum ag: -0.5

Results for CN(C)CCNS(=O)(=O)c1ccc(N2CCc3ccccc32)c([N+](=O)[O-])c1 ?
Anthrax LF prot: -2.3; TcdB GH inh: 0.3; Y pestis TopoI: -30.7; 3CLpro inhibitor: -0.9; DUSP3 inh: 21.1; MazF activator: -1.9; PfHsp40 rescue: 0.2; Rv3671c protease: 5.4; PriA SSB inh: 32.9; Vc quorum ag: -0.2

What do the screens show for `Cc1cc(S(=O)(=O)NCc2ccc(N3CCN(C)CC3)cc2)c(C)s1`?
Anthrax LF prot: -4.7; TcdB GH inh: -0.7; Y pestis TopoI: -5.5; 3CLpro inhibitor: 4.6; DUSP3 inh: -9.3; MazF activator: -3.0; Rv3671c protease: 8.1; PriA SSB inh: 0.5; Vc quorum ag: -0.9

Results for O=C(NCCOCCOCCNC(=O)c1cccnc1)c1cccnc1 ?
Anthrax LF prot: 0.1; Y pestis TopoI: -8.8; 3CLpro inhibitor: 0.6; DUSP3 inh: 1.5; MazF activator: 3.3; PfHsp40 rescue: 1.2; Rv3671c protease: -5.7; PriA SSB inh: -11.0&-16.4; Vc quorum ag: -0.6

How did O=C(Nc1ccc(OCC(F)(F)C(F)F)c(C(F)(F)F)c1)c1ccc(Cl)cc1 do in these assays?
Anthrax LF prot: -7.6; Y pestis TopoI: -25.3; 3CLpro inhibitor: 5.4; MazF activator: -0.1; PfHsp40 rescue: inconclusive; Rv3671c protease: -152.1; PriA SSB inh: -4.2; Vc quorum ag: inactive

What do the screens show for `O=C1OCCN1C(=O)[C@H]1[C@H](c2ccccc2)C(c2ccccc2)=NN1c1ccccc1`?
Anthrax LF prot: -1.9; TcdB GH inh: 0.7; Y pestis TopoI: 3.0; MazF activator: -9.6; PfHsp40 rescue: 2.1; PriA SSB inh: -36.4; Vc quorum ag: inactive

Screens from PubChem BioAssay.

This is a subset, so the mix of outcomes need not match the whole.
